# Wnt act – activates Wnt/beta-catenin signaling in a reporter cell assay | activator, plate reader | activation, % at 9.35 µM | actives 1.2% (n = 300,000) | AID 743398; in the data active means activation above about 30%, passing the limit was not always enough; inconclusive means no clear call, values can overlap the other calls;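 further: 0% = neutral control wells and 100% = positive control wells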
# V-ATPase pH – yeast V-ATPase proton transport regulation by pHLuorin; actives 0.37% (n = 350,000); response, % at 10 µM; S. cerevisiae, pHLuorin cytosolic pH fluorescence; in the data active means response mostly above about 7.3%, no sharp cut-off; inactive means mostly below about 5.4%; further: actives read high; inactives centre near 0; some compounds called inactive have numbers as strong as hits
# CDK5 p35 inh – inhibitors of human CDK5/p35 kinase. Q00535+Q15078. Recombinant CDK5/p35, ADP-Glo luminescence, 60 min. inhibition, % at 10 µM. actives 0.01% (n = 330,000);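 active means highest replicate inhibition of at least 50% and at least 75% of replicates reaching 50%; inconclusive means only one of the two criteria met; inactive means both criteria failed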;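 further: plate controls were DMSO neutral control for no effect and GW8510 at 10 µM for full effect; many of its hits are not listed in these tables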
# Target sequence (Q00535 whole entry, looked up): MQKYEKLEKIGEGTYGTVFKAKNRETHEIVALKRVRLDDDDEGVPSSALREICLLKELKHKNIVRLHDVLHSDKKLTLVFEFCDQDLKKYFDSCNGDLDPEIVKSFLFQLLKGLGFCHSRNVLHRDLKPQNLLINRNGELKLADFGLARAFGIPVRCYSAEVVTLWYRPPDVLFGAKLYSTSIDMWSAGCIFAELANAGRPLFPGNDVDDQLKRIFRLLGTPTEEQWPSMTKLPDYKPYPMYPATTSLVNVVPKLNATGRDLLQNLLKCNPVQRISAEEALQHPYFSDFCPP
# Target sequence (Q15078 whole entry, looked up): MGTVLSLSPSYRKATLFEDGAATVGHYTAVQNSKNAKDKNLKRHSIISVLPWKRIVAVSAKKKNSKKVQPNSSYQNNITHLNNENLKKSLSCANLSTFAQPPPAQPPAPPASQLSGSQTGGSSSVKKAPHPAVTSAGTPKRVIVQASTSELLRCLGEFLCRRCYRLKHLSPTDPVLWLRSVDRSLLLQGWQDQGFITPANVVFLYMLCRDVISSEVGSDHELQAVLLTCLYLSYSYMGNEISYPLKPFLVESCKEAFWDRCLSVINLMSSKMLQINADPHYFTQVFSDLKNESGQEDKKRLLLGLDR
# CAL PDZ FP-1 – inhibitors of human CAL PDZ peptide binding. inhibition, % at 20 µM. actives 0.02% (n = 330,000). AID 504414. purified CAL PDZ, TMR-peptide fluorescence polarization, 1 h;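 active means highest replicate inhibition of at least 40%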;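 further: plate controls were DMSO neutral control wells for no effect and unlabeled competitor peptide control wells for full effect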
#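 Material – purified CerCALP PDZ construct · Detection – FP readout, S and P plane fluorescence · Measure – percent inhibition from loss of millipolarization · Controls – unlabelled peptide for full inhibition, DMSO wells as neutral · Probe or stimulus – TMR-labelled reporter peptide T*-PRC34 bound in PDZ groove · Times – 1 h at RT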
# Rtt109 HAT inh – inhibitors of Candida albicans Rtt109/Vps75 histone acetyltransferase | purified Rtt109/Vps75, ThioGlo CoA-SH fluorescence, 4 h | inhibition, % at 34.9 µM | actives 0.16% (n = 330,000);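 active means inhibition of at least 50% in every replicate; inconclusive means best replicate reaches 50% inhibition but some replicates fall short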
# dFosB act – activators of mouse delta FosB homodimer; P13346; purified delta FosB, TAMRA-CDK5 oligo fluorescence polarization; percent of positive-control signal above neutral wells; activation, % at 25 µM; actives 0.99% (n = 340,000);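 active means mean activation above about 17%, with every replicate also reaching it, limit read from the data, passing the limit was not always enough; inconclusive means only one of the two conditions met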;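 further: fluorescence polarization rise as delta FosB binds a TAMRA Cdk5 AP-1 oligo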
# RTF Ca sens act – cardiac RTF calcium sensitization; actives 0.24% (n = 340,000); IANBD-labeled TnC RTF fluorescence at EC20 calcium; 0% EC20 calcium, 100% full calcium; P19429+P45379; activation, % at 7.2 µM; AID 493008;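 active means activation above the mean over all tested compounds plus 3 SD, cut at about 30% in these data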;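 further: rise in fluorescence read as greater calcium sensitivity of cardiac thin filaments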
# Tat transport – E. coli Tat transport inhibition. E. coli MC4100 TorA-mCherry Tat export, fluorescence. inhibition, % at 10 µM. actives 0.036% (n = 340,000);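 active means mean replicate inhibition at least 50% and at least half of replicates individually reaching 50%; inconclusive means only one of the two criteria met; inactive means neither criterion met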;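 further: exported cargo escapes ClpAP degradation while cytoplasmic cargo is degraded and loses fluorescence; 0% = median of neutral control wells and 100% = median of NaSCN control wells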
# MITF act – MITF TRPM1 promoter activation in melanoma cells | SK-MEL-5 TRPM1-promoter luciferase, 24 h; % of positive control, neutral wells = 0 | activation, % at 12.5 µM | actives 0.75% (n = 300,000);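 active means mean activation of at least 80% with every replicate also reaching 80%; inconclusive means mean reaches 80% but some replicate falls short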;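 further: 0% = neutral control wells and 100% = parthenolide positive control wells; values of inactives mirror those of a sister screen read the other way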
# CAL PDZ FP-2 – inhibitors of human CAL PDZ peptide binding; purified CAL PDZ, TMR-peptide fluorescence polarization, 1 h; inhibition, % at 24.9 µM; actives 0.92% (n = 300,000); AID 602252;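 active means mean inhibition of at least 30% with at least half of replicates also reaching 30%; inconclusive means no clear call, values can overlap the other calls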;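 further: 0% = DMSO neutral control and 100% = excess unlabeled competitor peptide PRC23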
# * hit, by the source's call; ? = inconclusive; / = no result given.
# Abbreviations: A = Wnt act; B = V-ATPase pH; C = CDK5 p35 inh; D = CAL PDZ FP-1; E = Rtt109 HAT inh; F = dFosB act; G = RTF Ca sens act; H = Tat transport; I = MITF act; J = CAL PDZ FP-2
1: CC(NC(=O)c1cc2ccccc2o1)C(=O)O (stereo unspecified)
  A: 0; B: 4; C: 0.3; D: /; E: 0; F: 5; G: 0; H: -6; I: 5; J: -5
2: COc1ccc(CC(=O)NC2CC(C)(C)NC(C)(C)C2)cc1
  A: 3; B: -2; C: 2.7; D: -0.1; E: 8; F: -2; G: 2; H: 6; I: /; J: /
3: Cc1ccnc2nc(C(=O)N3CCN(c4ccc(F)cc4)CC3)nn12
  A: -4; B: -2; C: -1.4; D: /; E: -4; F: -1; G: -3; H: 1; I: 4; J: 8
4: COC(=O)c1ccccc1C(=O)N1CCCC(C(=O)c2ccc(OC)c(OC)c2)C1 (stereo unspecified)
  A: -2; B: 0; C: -3.2; D: -0.2; E: 2; F: -5; G: -2; H: -5; I: 0; J: /
5: Cn1c(N/N=C/c2cccs2)nc2c1c(=O)n(Cc1ccccc1)c(=O)n2C
  A: /; B: -2; C: -0.6; D: 0.0; E: ?; F: -9; G: 8; H: 1; I: -5; J: 3
6: CCCc1nnc(NC(=O)C2CCN(C(=O)c3ccco3)CC2)s1
  A: 6; B: -3; C: -6.9; D: -0.8; E: 5; F: -6; G: 6; H: 8; I: 2; J: /
7: CCOc1ccc(CCNC(=O)COC(=O)CSc2ccc(C)cc2)cc1OCC
  A: -2; B: -2; C: 0.8; D: -2.3; E: 0; F: -5; G: -15; H: 5; I: -2; J: -2
8: O=C(Nc1ccc(N2CCOCC2)cc1)c1ccc2c(c1)OCO2
  A: 7; B: -1; C: 1.3; D: /; E: -7; F: 5; G: -3; H: 1; I: 58; J: -1
9: O=C(NNC1=C(C(=O)C(F)(F)F)CCC1)c1cccc(O)c1
  A: -1; B: -2; C: -2.2; D: -0.4; E: -2; F: 9; G: -6; H: -3; I: -28; J: -4
10: CN(Cc1ccccc1F)C(=O)c1ccc(Oc2ccccc2)cc1
  A: 8; B: 2; C: 1.9; D: -1.3; E: 13; F: -12; G: 6; H: 2; I: 8; J: -2

# Later entries
# Abbreviations: A = Wnt act; B = V-ATPase pH; C = CDK5 p35 inh; D = CAL PDZ FP-1; E = Rtt109 HAT inh; F = dFosB act; G = RTF Ca sens act; H = Tat transport; I = MITF act; J = CAL PDZ FP-2
11: N=c1sccn1CC(=O)Nc1ccccc1Cc1ccccc1
  A: /; B: -1; C: -0.9; D: -2.2; E: -3; F: 1; G: -5; H: -1; I: /; J: 1
12: Cc1ccc(S(=O)(=O)NCc2ccc(C(=O)NC3CCC(O)CC3)cc2)cc1C (stereo unspecified)
  A: -5; B: 1; C: -2.1; D: -0.5; E: 11; F: -2; G: -2; H: -15; I: 12; J: -5
13: Cc1cc(-c2nn(-c3ccccc3F)cc2CN(C)CC(O)CO)c(C)s1 (stereo unspecified)
  A: 2; B: 0; C: 0.3; D: -1.2; E: -6; F: -5; G: 0; H: -1; I: -9; J: -5
14: Cn1nc(C(F)(F)F)c(C(=O)Nc2cccc(Cl)c2)c1Cl
  A: /; B: 1; C: 0.7; D: -2.0; E: 0; F: -3; G: -1; H: 0; I: 3; J: /
15: CN(Cc1cnn(C)c1)C(=O)c1ccc(OC2CCN(CCc3ccccc3)CC2)cc1
  A: -3; B: -5; C: -4.8; D: -3.0; E: -1; F: 6; G: -2; H: 1; I: 2; J: -2
16: CCOC(=O)c1c(C)c(C(=O)Nc2ccc3c(c2)OCCO3)c(C)n1CC
  A: /; B: 2; C: -0.9; D: -1.3; E: -3; F: -4; G: -3; H: -4; I: 5; J: /
17: Cc1c(Cl)cnc(NC(=O)COC(=O)/C=C/c2ccco2)c1Cl
  A: 2; B: -6; C: -0.2; D: -1.9; E: 1; F: -13; G: -15; H: 0; I: -4; J: 0
18: COC(=O)COc1cccc2c(=O)n(CC(=O)N3CCCCC3)ccc12
  A: 1; B: -2; C: -1.6; D: -2.2; E: -3; F: 4; G: 4; H: -3; I: 2; J: -4

# Values in list order from the entries so far:
# Compounds 11–18 in dFosB act: 1, -2, -5, -3, 6, -4, -13, 4
# Compounds 11–18 in V-ATPase pH: -1, 1, 0, 1, -5, 2, -6, -2

# Molecules shown so far that have a halogen, in the order listed:
# Abbreviations: A = Wnt act; B = V-ATPase pH; C = CDK5 p35 inh; D = CAL PDZ FP-1; E = Rtt109 HAT inh; F = dFosB act; G = RTF Ca sens act; H = Tat transport; I = MITF act; J = CAL PDZ FP-2
3: Cc1ccnc2nc(C(=O)N3CCN(c4ccc(F)cc4)CC3)nn12
  A: -4; B: -2; C: -1.4; D: /; E: -4; F: -1; G: -3; H: 1; I: 4; J: 8
9: O=C(NNC1=C(C(=O)C(F)(F)F)CCC1)c1cccc(O)c1
  A: -1; B: -2; C: -2.2; D: -0.4; E: -2; F: 9; G: -6; H: -3; I: -28; J: -4
10: CN(Cc1ccccc1F)C(=O)c1ccc(Oc2ccccc2)cc1
  A: 8; B: 2; C: 1.9; D: -1.3; E: 13; F: -12; G: 6; H: 2; I: 8; J: -2
13: Cc1cc(-c2nn(-c3ccccc3F)cc2CN(C)CC(O)CO)c(C)s1 (stereo unspecified)
  A: 2; B: 0; C: 0.3; D: -1.2; E: -6; F: -5; G: 0; H: -1; I: -9; J: -5
14: Cn1nc(C(F)(F)F)c(C(=O)Nc2cccc(Cl)c2)c1Cl
  A: /; B: 1; C: 0.7; D: -2.0; E: 0; F: -3; G: -1; H: 0; I: 3; J: /
17: Cc1c(Cl)cnc(NC(=O)COC(=O)/C=C/c2ccco2)c1Cl
  A: 2; B: -6; C: -0.2; D: -1.9; E: 1; F: -13; G: -15; H: 0; I: -4; J: 0

# Screening results (PubChem BioAssay)
